# RXFP1 antag: qHTS Assay for Antagonists of the Relaxin Receptor RXFP1; HEK293-RXFP1, relaxin-stimulated cAMP HTRF, 30 min; stronger effect = lower value; activity change, negative = inhibition, % at 57.5 µM; AID 1259400, 2018; 0.59% of 350,000 active;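 active means activity change of -60% or lower, but not beyond a set lower limit; inconclusive means change between -60% and -40%, or beyond the set limit; inactive means change above -40%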; further: on the % scale 0 is the no-effect control and ±100 the full control effect
# TRHR PAM: qHTS for Small Molecule Agonists and Allosteric Enhancers of Human TRH Receptor: Primary Screen for Enhancers. Thyrotropin-releasing hormone receptor (Homo sapiens), P34981. TRHR cells, fluo-8 calcium fluorescence, EC20 TRH enhancement. enhancement, % at 2 µM. 0.66% of 360,000 active. AID 493056, 2011; in the data active means enhancement above about 30%; further: 0% is about no effect
# Target sequence (P34981 whole entry, looked up): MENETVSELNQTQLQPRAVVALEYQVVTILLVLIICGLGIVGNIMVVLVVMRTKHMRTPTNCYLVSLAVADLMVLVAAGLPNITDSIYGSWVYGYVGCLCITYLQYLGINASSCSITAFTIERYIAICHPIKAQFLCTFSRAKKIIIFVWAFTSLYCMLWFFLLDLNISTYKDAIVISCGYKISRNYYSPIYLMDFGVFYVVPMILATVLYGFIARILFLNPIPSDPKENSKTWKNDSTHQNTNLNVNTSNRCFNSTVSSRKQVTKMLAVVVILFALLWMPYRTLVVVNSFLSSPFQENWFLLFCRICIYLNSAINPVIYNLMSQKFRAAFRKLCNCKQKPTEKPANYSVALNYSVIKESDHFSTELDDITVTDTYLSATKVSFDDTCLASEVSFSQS
#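 Enhancer read-out: after compound pinning and an initial kinetic agonist-mode read, an EC20 of TRH (10 nM final) was injected and fluo-8 calcium signal (Ex 480/Em 530) followed at 1 s/cycle for 100 cycles in TRHR-expressing cells.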
# D2 agonist: HTS Assay for Allosteric Agonists of the Human D2 Dopamine Receptor: Primary Screen for Agonists; D(2) dopamine receptor (Homo sapiens), P14416; HEK293 T-REx D2 cells, calcium flux agonist mode; activation, % at 2 µM; 0.53% of 340,000 active;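 active means activation over 3 SD above normal in the single-dose calcium agonist read, cut at about 30% in these data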; further: 0% is about no effect
# Target sequence (P14416 whole entry, looked up): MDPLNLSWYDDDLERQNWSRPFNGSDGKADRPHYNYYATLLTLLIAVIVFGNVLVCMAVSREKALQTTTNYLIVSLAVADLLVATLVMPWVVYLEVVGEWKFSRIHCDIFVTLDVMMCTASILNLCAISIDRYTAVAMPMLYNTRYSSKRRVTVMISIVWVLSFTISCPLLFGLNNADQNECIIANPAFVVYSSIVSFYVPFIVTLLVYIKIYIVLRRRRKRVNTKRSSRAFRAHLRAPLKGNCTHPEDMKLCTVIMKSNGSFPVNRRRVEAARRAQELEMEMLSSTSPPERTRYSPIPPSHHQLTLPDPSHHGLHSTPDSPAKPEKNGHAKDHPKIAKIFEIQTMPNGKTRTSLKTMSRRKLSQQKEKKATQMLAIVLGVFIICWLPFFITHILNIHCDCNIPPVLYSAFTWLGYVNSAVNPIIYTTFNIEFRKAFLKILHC
#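 Tetracycline-induced HEK293 Trex cells with D2 receptor force-coupled to calcium signaling, plated overnight at 30 C and loaded with no-wash calcium dye. Calcium flux read kinetically for 180 s after compound addition; responses flag agonists.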
# D1 ag: Allosteric Agonists of the Human D1 Dopamine Receptor: qHTS | activation, % at 2 µM | 1% of 360,000 active | HEK293 T-REx D1 cells, calcium flux, agonist mode; further: 0% is about no effect
#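 Agonism was scored from calcium flux recorded over 180 s (1 read/s) after pintool compound addition, following a 10-cycle baseline. Cells were inducible force-coupled HEK293 TREx D1, plated overnight at 30 C and loaded with no-wash calcium dye.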
# D1 antag: Antagonist of Human D 1 Dopamine Receptor: qHTS; HEK293 TREx D1 cells, calcium flux, dopamine EC80; stronger effect = lower value; activity change, negative = inhibition, % at 10 µM; 3.2% of 360,000 active; AID 504652, 2011; in the data active means activity change below about -30%; further: on the % scale 0 is the no-effect control and ±100 the full control effect
#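 Compound effects on dopamine-evoked calcium signalling were measured in tetracycline-induced HEK293 Trex D1 cells. Dopamine at EC80 followed a 180 s compound pre-read, and fluorescence was tracked kinetically for 180 s more.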
# D2 PAM: HTS Assay for Positive Allosteric Modulators of the Human D2 Dopamine Receptor: Primary Screen for Potentiators; D(2) dopamine receptor (Homo sapiens), P14416; 0.34% of 340,000 active; potentiation, % at 10 µM; HEK293 T-REx D2, calcium flux, EC20 dopamine potentiation;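 active means potentiation over 3 SD above the plate norm, cut at about 30% in these data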; further: 0% is about no effect
#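 Calcium flux readout, no-wash dye, 1 read/s. Inducible HEK293 Trex D2 line, overnight 30 C. Compound alone 180 s (agonist flags), then EC20 dopamine, another 180 s to score potentiation.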
# TRHR agonist: qHTS for Small Molecule Agonists and Allosteric Enhancers of Human TRH Receptor: Primary Screen for Agonists | AID 493084, 2011 | activation, % at 2 µM | TRHR cells, calcium flux fluo-8, FDSS agonist mode | 0.18% of 360,000 active; further: 0% is about no effect
#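 Agonist-mode FDSS calcium read (Ex 480/Em 530, 1 s cycles) in 1536-well TRHR cells with fluo-8 dye, after 10-cycle baseline and 23 nL compound addition; TRH at EC20 (10 nM final) added afterwards for the enhancer phase.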
# D1 PAM: Potentiators of Human D1 Dopamine Receptor: qHTS. HEK293 TREx D1 cells, calcium flux, dopamine EC20 potentiation. potentiation, % at 10 µM. 0.036% of 360,000 active. AID 504651, 2011; in the data active means potentiation above about 30%; further: 0% is about no effect
# D2 antagonist: HTS Assay for Allosteric Antagonists of the Human D2 Dopamine Receptor: Primary Screen for Antagonists; D(2) dopamine receptor (Homo sapiens), P14416; HEK293 TREx D2 cells, calcium flux, dopamine EC80; inhibition, % at 10 µM; 2% of 340,000 active; in the data active means inhibition above about 30%; further: 0% is about no effect
#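 Measurement of antagonist activity uses fluorescent calcium dye in inducible HEK293 T-REx D2 cells: 10 s baseline, compound addition with 180 s read, EC80 dopamine addition with a further 180 s read.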
# * marks the source's active call; other numbers are inactive results; ? = inconclusive; · = not tested or not shown. Unless noted, no stated cut-off is given here; in the data, active means activation above about 30%; inactive means the rest.
SMILES,RXFP1 antag,TRHR PAM,D2 agonist,D1 ag,D1 antag,D2 PAM,TRHR agonist,D1 PAM,D2 antagonist
O=c1cc(-c2ccc(Cl)c(Cl)c2)[nH][nH]1,-18.1,6.7,0.8,2.9,-11.4,17.2,-0.8,-4.8,13.7
O=C(N/N=C/c1ccc(OC(=O)c2cccs2)cc1)c1ccc(F)cc1,-12.3,2.6,1.4,1.2,-23.8,-3.9,0.4,-2.4,11.0
NC(=O)c1ccc(=O)n(Cc2ccc(Cl)cc2Cl)c1,3.7,-10.1,0.5,3.5,-23.9,5.4,-0.4,-6.6,-11.3
O=C(Oc1ccc(Cl)c2cccnc12)N1CCCCC1,10.6,-5.2,-0.4,0.1,-9.8,-2.3,-0.8,-9.4,8.1
Cc1cc(Oc2ccccc2F)nc(NCc2ccccc2)n1,-27.7,-1.3,0.7,7.3,-3.1,-4.0,2.4,-7.5,6.0
C=CCOc1ccc(-c2nc3c(c(=O)[nH]c(=O)n3Cc3ccccc3)n2CCCOC)cc1,-8.7,-1.1,-1.7,2.3,-7.3,8.6,0.8,-5.7,-14.6
COc1ccc(N2CCN(C(=O)COC(=O)CCc3ccccc3)CC2)cc1,3.1,0.9,0.1,3.2,-22.2,3.3,4.4,-4.2,-9.4
COC(=O)c1c(NC(=O)CSc2nnc(-c3cccnc3)n2Cc2ccco2)sc(C)c1C,0.9,1.7,-0.7,7.7,-0.4,-19.0,-1.2,0.6,-1.6
CC(C)C(=O)NC(NC(=O)C(C)C)c1ccc([N+](=O)[O-])cc1,1.7,-2.1,0.9,2.0,14.8,-3.7,0.0,-2.6,5.5
COC(=O)c1sc2nc(C)nc(SCC(=O)Nc3sccc3C(N)=O)c2c1C,1.7,-3.1,0.7,2.8,-25.9,5.4,0.8,3.4,-5.3
C/C(=N/NC(=O)CNC(=O)Cc1ccccc1)c1ccc(Cl)cc1,-16.7,3.4,-1.8,1.9,26.2,-4.0,0.5,-0.2,-14.2
COc1ccc(C(=O)NC(=O)COC(=O)c2ccc(C)o2)cc1,-2.5,-5.5,-0.4,0.7,2.6,-11.1,-0.6,1.6,29.4
Cc1ccc(Cl)c(OCC(=O)NCc2ccco2)c1,-15.0,1.4,1.0,0.0,8.6,1.2,-0.3,-8.6,18.9
Cc1ccc(-n2cc(-c3ccccc3)c3c(N4CCN(C)CC4)ncnc32)cc1,?,-2.9,0.3,8.7,-23.9,-1.3,0.3,-13.5,-2.8
Cc1cc(C)n(CC(=O)Nc2cc(F)ccc2F)c(=O)c1C#N,·,-2.3,2.0,2.5,-4.7,·,1.0,0.8,·
O=C(NCCCN1CCOCC1)c1cccc(S(=O)(=O)Nc2cc(Cl)ccc2Cl)c1,-14.9,2.2,0.8,1.6,-11.0,6.7,-0.1,4.7,11.3
O=C(CNC(=O)Cc1ccccc1)NCC(=O)OCC(=O)c1ccccc1Cl,-0.1,-4.6,0.4,1.7,4.6,2.3,1.7,-6.1,-2.4
CC(=O)Nc1cc(C(=O)NCCN2CCN(Cc3ccccc3)CC2)ccc1Sc1ccc(C)cc1,-2.5,2.8,0.3,1.8,-1.5,-32.0,-1.4,-4.0,-6.1
Cc1ccccc1OCC(O)CN1CCC(C)CC1 (centres undefined),-12.2,6.4,0.4,3.1,-5.0,-20.6,0.3,-9.8,-3.4
COc1ccc(NC(=O)N2CCN(S(=O)(=O)c3ccc4c(ccn4C)c3)CC2)c(OC)c1,·,1.8,2.0,-0.7,0.4,5.9,-0.5,5.2,·
Cc1cnc2c(c1SCC(=O)N(C)c1ccccc1)c(=O)n(C)c(=O)n2C,2.2,-1.4,0.5,-1.6,·,·,-0.3,-1.6,·
CC1=C(C)CS(=O)N(c2ccc(S(N)(=O)=O)cc2)C1 (centres undefined),4.8,0.7,4.1,5.6,8.2,3.4,5.3,6.5,-27.8
CC(=O)NC(Cc1ccc(F)cc1)C(=O)NC1CCN(C(=O)Nc2ccccc2C)CC1 (centres undefined),-22.4,-5.5,-0.2,2.3,-23.1,8.7,-0.4,-8.9,-0.7
COc1cc(NC(=O)CCc2nnc3ccc(N4CCN(C)CC4)nn23)cc(OC)c1,6.7,-0.4,·,5.1,-3.8,·,0.2,12.7,·
Cc1cccc(OCCC(=O)N(C)CC(=O)Nc2cccc3ccccc23)c1,-4.9,-2.2,-1.6,-0.6,-0.6,-0.9,-2.9,3.9,11.0
# (more compounds)
SMILES,RXFP1 antag,TRHR PAM,D2 agonist,D1 ag,D1 antag,D2 PAM,TRHR agonist,D1 PAM,D2 antagonist
C=CCN(Cc1ccco1)S(=O)(=O)c1ccc(Cl)cc1,-2.3,-1.1,-0.2,1.4,-4.7,2.4,-0.4,11.0,2.6
Cn1nnc(NC(=O)CSc2ncn[nH]2)n1,2.4,2.3,0.7,2.1,-31.7*,-2.2,0.0,-6.3,-13.8
CC1CCN(S(=O)(=O)c2cc(Cl)ccc2Br)CC1,-3.5,0.1,0.5,8.2,13.6,0.2,0.2,-0.4,-0.6
CC(C)CN(CC(C)C)S(=O)(=O)N1CCC(C(=O)NCCN2CCOCC2)CC1,-8.7,1.2,-0.5,5.3,28.9,-2.9,0.6,3.1,11.0
COc1ccc(OC)c(CCNC(=O)Cn2nc(C)c3c(C)n(-c4ccccc4)nc3c2=O)c1,6.1,5.0,0.5,1.4,-6.7,3.4,0.1,-0.3,-4.4
NS(=O)(=O)c1ccc(CNC(=S)NCc2ccc(F)cc2)cc1,3.9,-2.0,0.6,-0.3,-6.6,-0.9,0.4,-4.6,-11.5
O=C(CN1CCC(NC(=O)c2cccc(F)c2)CC1)NCc1cccs1,-0.8,-2.7,0.2,1.0,6.3,-5.0,-0.4,0.8,7.6
O=C(O)c1cccc(N2C(=O)Nc3ccccc3N2O)c1,5.3,-3.0,0.2,2.2,-6.8,3.9,-0.2,-7.5,-7.5
CCn1c(SCC(=O)Nc2ccc3c(c2)oc2ccccc23)nnc1-c1ccc(N)cc1,5.8,-0.8,·,0.8,-12.0,·,-0.4,-2.2,·
COc1ccc2c(CC(=O)Nc3ccc(OC)c(NS(=O)(=O)c4ccc(F)cc4)c3)coc2c1,-14.0,0.1,-0.1,-3.1,3.0,-5.6,-0.4,1.3,1.9
COCCOC(=O)c1c(-c2ccccc2)c(-c2ccccc2)nn(C)c1=O,-18.2,0.6,-0.8,4.2,2.9,-0.5,-1.2,0.2,·
CCOc1ccc(CNC(=O)CCn2nc(C)c3c(C)n(-c4ccccc4)nc3c2=O)cc1,-9.1,14.1,0.4,-2.1,3.4,-2.0,-0.4,-1.8,·
COc1ccc([C@@H]2CC=C(C(=O)O)[C@H](c3ccc(F)cc3)N2S(=O)(=O)c2ccc(Cl)cc2)cc1,·,-1.5,0.2,1.2,0.1,4.1,-0.4,-3.6,-2.0
CCCSc1nnc2n(-c3ccc(OC)cc3)c(=O)c3c4c(sc3n12)COC(C(C)C)C4 (centres undefined),·,-2.3,·,-2.1,-4.0,-6.1,-0.8,-0.1,·
CC(C)n1cc(CN2CCCC(CNS(=O)(=O)c3cccc4cccnc34)C2)cn1 (centres undefined),-1.0,3.6,-1.1,1.3,-48.7*,-29.5,0.6,-10.5,21.4
CCC(C)Sc1ccc(-c2nc3ccc(C)cn3c2NC2CCCCC2)cc1 (centres undefined),·,-3.0,-0.2,2.5,31.2,-2.5,1.3,5.3,2.0
O=C(NNC(=S)NCC1CCCO1)c1cccc(S(=O)(=O)N2CCOCC2)c1 (centres undefined),7.2,5.6,2.6,-0.7,19.1,9.3,0.1,0.1,2.6
O=C(CCNS(=O)(=O)c1ccccc1F)N1CCN(C/C=C/c2ccccc2)CC1,-24.9,1.6,2.9,4.8,-9.2,-19.6,-0.3,-1.6,-1.7
O=C(N/N=C/c1c(O)ccc2ccccc12)c1cccc(C(F)(F)F)c1,-27.9,13.6,29.6,162.0*,-31.4*,-1.8,98.7*,9.2,-10.2
O=C1COc2ccc(C(=O)COC(=O)c3cc(S(=O)(=O)N4CCOCC4)ccc3F)cc2N1,-28.0,-0.2,-0.3,4.9,2.3,-8.5,-0.1,-1.0,0.8
Cn1ccnc1SCC(=O)Nc1ccccc1,6.8,4.5,0.1,1.0,2.5,6.5,0.1,5.7,-17.4
CCN1CCN(c2ccc(NC(=O)c3cccc(OCc4ccccc4)c3)cc2)CC1,-1.1,5.3,0.3,38.5*,-0.8,-0.1,-0.7,-2.2,-3.4
CC(C)N(C(=O)Cn1cc(SCC(=O)Nc2ccccc2F)c2ccccc21)C(C)C,-25.8,-11.0,-0.8,4.8,-27.7,2.8,0.4,-6.3,·
O=C(NCc1ccncc1)C(=O)N/N=C/c1ccccc1OCc1ccccc1,-6.5,8.3,·,2.6,2.6,·,-1.2,-0.6,·
O=Nc1c(O)n(Cc2ccc(Cl)cc2Cl)c2ccccc12,-18.7,5.0,4.2,0.0,9.8,3.4,0.5,10.6,12.8
O=C(NCc1ccco1)c1cccc(Br)c1,-3.6,-2.8,0.9,0.5,-12.6,4.9,0.2,-8.4,-2.0
CCC(=O)Nc1nnc(CCc2ccccc2)s1,7.2,10.7,0.6,3.3,-0.1,-10.8,1.5,4.6,-21.0
CC(NC(=O)COC(=O)Cn1cnc2ccccc2c1=O)C1CC2CCC1C2 (centres undefined),-0.7,-6.8,0.5,0.3,-3.3,7.1,-0.6,-6.7,6.9
CCOC(=O)c1cc(OC(=O)c2ccc(C)cc2)n(-c2ccccc2)n1,·,6.4,·,6.7,-18.6,-8.1,-1.1,-6.0,·

# Laid out differently: results already given.
compound | RXFP1 antag | TRHR PAM | D2 agonist | D1 ag | D1 antag | D2 PAM | TRHR agonist | D1 PAM | D2 antagonist
O=Nc1c(O)n(Cc2ccc(Cl)cc2Cl)c2ccccc12 | -18.7 | 5.0 | 4.2 | 0.0 | 9.8 | 3.4 | 0.5 | 10.6 | 12.8
O=C(NCc1ccco1)c1cccc(Br)c1 | -3.6 | -2.8 | 0.9 | 0.5 | -12.6 | 4.9 | 0.2 | -8.4 | -2.0

# D1 antag: what is marked active above.
canonical_smiles | RXFP1 antag | TRHR PAM | D1 ag | D1 antag | D2 PAM | TRHR agonist | D1 PAM | D2 antagonist
Cn1nnc(NC(=O)CSc2ncn[nH]2)n1 | 2.4 | 2.3 | 2.1 | -31.7* | -2.2 | 0.0 | -6.3 | -13.8
CC(C)n1cc(CN2CCCC(CNS(=O)(=O)c3cccc4cccnc34)C2)cn1 (centres undefined) | -1.0 | 3.6 | 1.3 | -48.7* | -29.5 | 0.6 | -10.5 | 21.4
O=C(N/N=C/c1c(O)ccc2ccccc12)c1cccc(C(F)(F)F)c1 | -27.9 | 13.6 | 162.0* | -31.4* | -1.8 | 98.7* | 9.2 | -10.2

# No enrichment for hits (roughly 7.1% active in at least one column).
